Rv3671c protease = inhibitors of M. tuberculosis serine protease Rv3671c; 320,000 tested, 0.048% active; inhibition, % at 5.96 µM; P9WHR9; in the data active = inhibition above about 38%;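 also: extracellular domain of Rv3671c used as enzyme; 0% = enzyme with DMSO and 100% = no enzyme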
BioA inh = inhibitors of Mycobacterium tuberculosis BioA enzyme; purified M. tuberculosis BioA enzyme, plate reader; inhibition, % at 9.99 µM; 360,000 tested, 0.096% active; in the data active = inhibition above about 40%; inconclusive = no clear call, values can overlap the other calls
PrPC surface inh = cell surface PrPC inhibition, primary TR-FRET screen. AID 720596. 370,000 tested, 0.43% active. inhibition, % at 13.8 µM. TR-FRET read-out; in the data active = inhibition above about 24%; also: 0% = median of the test wells and 100% = reference compound wells
MazF activator = MazEF (E. coli) toxin RNase activation. P0AE70. FAM/BHQ RNA-DNA oligo cleavage fluorescence, 5 h. activation, % at 20 µM. 350,000 tested, 0.32% active. AID 504720; in the data active = activation above about 50%
Target sequence (P0AE70 whole entry, looked up): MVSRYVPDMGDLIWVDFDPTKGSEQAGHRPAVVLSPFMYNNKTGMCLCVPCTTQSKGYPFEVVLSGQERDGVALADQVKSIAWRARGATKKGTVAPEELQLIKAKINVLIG
BoNT F protease = blocks Botulinum neurotoxin F light chain protease | 360,000 tested, 0.22% active | AID 588497 | inhibition, % at 10 µM | Multiplex microsphere protease cleavage assay, flow cytometry; in the data active = inhibition above about 35%, passing the limit was not always enough; inconclusive = no clear call, values can overlap the other calls; also: plate controls were buffer without enzyme for full effect and enzyme alone for no effect
Mtb FBA inh = inhibitors of M. tuberculosis fructose-bisphosphate aldolase. P9WQA3. inhibition, % at 1 µM. AID 588726. 360,000 tested, 2.3% active. purified M. tuberculosis FBA, fluorescence read-out; in the data active = inhibition above about 27%;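 also: 0% = vehicle and 100% = reference inhibitor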
Target sequence (P9WQA3 whole entry, looked up): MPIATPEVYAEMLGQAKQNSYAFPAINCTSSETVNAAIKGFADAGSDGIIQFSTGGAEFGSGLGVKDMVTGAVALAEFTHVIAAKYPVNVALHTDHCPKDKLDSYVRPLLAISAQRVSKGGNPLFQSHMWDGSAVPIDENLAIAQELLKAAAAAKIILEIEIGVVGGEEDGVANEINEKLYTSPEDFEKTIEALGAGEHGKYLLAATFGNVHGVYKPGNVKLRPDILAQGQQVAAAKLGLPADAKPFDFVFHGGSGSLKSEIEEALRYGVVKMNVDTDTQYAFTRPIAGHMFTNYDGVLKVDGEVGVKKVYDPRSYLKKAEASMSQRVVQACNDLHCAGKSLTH
FadD28 FP inh = M. tuberculosis FadD28 bisubstrate binding inhibition. inhibition, % at 12.5 µM. FadD28 bisubstrate probe binding, fluorescence polarization. 360,000 tested, 0.22% active; in the data active = inhibition above about 8.5%, passing the limit was not always enough; inconclusive = no clear call, values can overlap the other calls
UGM FP inh = blocks M. tuberculosis UGM enzyme; 320,000 tested, 0.06% active; inhibition, % at 10 µM; P9WIQ1; AID 504406; purified UGM, fluorescence polarization probe displacement; in the data active = inhibition above about 10%, passing the limit was not always enough; inconclusive = no clear call, values can overlap the other calls
Target sequence (P9WIQ1 whole entry, looked up): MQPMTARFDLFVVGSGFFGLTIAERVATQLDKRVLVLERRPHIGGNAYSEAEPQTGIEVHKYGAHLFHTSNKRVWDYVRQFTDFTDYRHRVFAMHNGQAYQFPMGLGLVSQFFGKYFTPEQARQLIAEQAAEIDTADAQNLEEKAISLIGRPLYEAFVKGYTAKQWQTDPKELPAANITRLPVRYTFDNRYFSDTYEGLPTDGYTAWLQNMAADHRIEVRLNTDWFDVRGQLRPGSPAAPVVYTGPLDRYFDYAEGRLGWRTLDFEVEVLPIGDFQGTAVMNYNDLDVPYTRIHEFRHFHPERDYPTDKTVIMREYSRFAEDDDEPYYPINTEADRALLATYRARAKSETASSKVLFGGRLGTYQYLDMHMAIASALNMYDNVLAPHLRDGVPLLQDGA
GDH-TPI counter = inhibits GDH-TPI coupling enzymes, artifact for Mtb FBA screen; GDH-TPI coupled enzyme counterscreen, NADH absorbance; inhibition, % at 4.8 µM; 360,000 tested, 1.2% active; AID 588335; in the data active = inhibition above about 30%;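 also: 0% = DMSO wells and 100% = wells lacking the enzyme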
* = called active by the depositor; ? = inconclusive; · = not tested or not shown; & = joins results of further samples.

Preview, 2 compounds:
SMILES | Rv3671c protease | BioA inh | PrPC surface inh | MazF activator | BoNT F protease | Mtb FBA inh | FadD28 FP inh | UGM FP inh | GDH-TPI counter
COc1ccc2cc(C3CC(c4ccco4)=NN3C(=O)CCC(=O)O)c(Cl)nc2c1 (stereo not given) | -3 | 1.7 | 1 | -4 | 0 | 0 | 0.4 | -0.2 | 16
CC(C)CN(C(=O)CSc1nnc(-c2cccs2)n1C1CC1)C1CCS(=O)(=O)C1 (stereo not given) | · | -0.8 | 3 | 11 | 2 | -1 | -1.8 | · | -2

This part in full (from the top)
SMILES | Rv3671c protease | BioA inh | PrPC surface inh | MazF activator | BoNT F protease | Mtb FBA inh | FadD28 FP inh | UGM FP inh | GDH-TPI counter
COc1ccc2cc(C3CC(c4ccco4)=NN3C(=O)CCC(=O)O)c(Cl)nc2c1 (stereo not given) | -3 | 1.7 | 1 | -4 | 0 | 0 | 0.4 | -0.2 | 16
CC(C)CN(C(=O)CSc1nnc(-c2cccs2)n1C1CC1)C1CCS(=O)(=O)C1 (stereo not given) | · | -0.8 | 3 | 11 | 2 | -1 | -1.8 | · | -2
COc1ccc(N2CCN(C(=O)CCCn3c(=O)[nH]c4cc(Cl)ccc4c3=O)CC2)cc1 | -15 | -1.4 | 14 | 8 | 2 | -5 | -2.8 | 3.5 | -1
Cc1ncc(CN2CCCC(C(=O)Nc3ccc(-c4cccc(F)c4)cc3)C2)s1 (stereo not given) | · | -0.5 | 17 | 0 | -8 | 1 | -4.5 | 1.2 | -4
O=C(c1ccco1)N1CCN(C(=O)c2ccc(COc3ccc4c(c3)CCC4)o2)CC1 | 7 | 5.4 | 11 | -14 | 24 | 1 | -2.1 | 2.7 | 19
C=CCC(=O)OCCCCCCOc1ccc(C(=O)O)cc1 | 2 | -1.5 | -5 | 3 | -9 | -3 | -0.9 | -0.9 | -7
FC(F)(F)c1ccc(N=Cc2sc(N3CCOCC3)nc2-c2ccccc2)cc1 | -8 | 0.7 | 0 | -2 | -2 | 10 | 0.0 | -0.8 | 23
O=C(O)CCCCCN1C(=O)/C(=C\c2cn(-c3ccccc3)nc2-c2cccs2)SC1=S | -11 | -2.3 | 7 | -15 | -6 | -1 | -4.3 | -5.4 | -2
Cc1ccc(C(=O)Nc2nnc(S(=O)(=O)Nc3ccccc3C)s2)cc1C | -34 | -0.2 | -5 | -4 | 4 | 6 | -0.6 | 0.8 | 20
COC(=O)c1cccc(NC(=O)c2cc3sccc3n2C)c1 | 0 | · | 1 | 18 | -5 | 3 | -2.1 | 2.6 | 14
O=C(NCc1ccccc1)c1ccc2c(=O)[nH]c3c(C(=O)NCC4CCCO4)sc(=S)n3c2c1 (stereo not given) | 3 | 1.9 | -3 | -3 | 1 | 2 | 23* | 0.2 | 7
C[C@H]1CN([C@@H](C)CO)C(=O)CCCn2cc(nn2)CO[C@@H]1CN(C)S(=O)(=O)c1ccc(C#N)cc1 | · | -1.1&-0.2 | 11 | 3 | -1 | -1 | 0.5 | · | 1
Cc1nnc(SCC(=O)c2c(N)n(C)c(=O)n(C)c2=O)n1Cc1ccccc1 | -12 | 6.9 | -1 | -14 | -4 | 0 | -3.9 | 1.1 | -1
C=CCSc1nc(N)c(C(=O)Nc2ccccc2)cc1C#N | -12 | -1.9 | 17 | 3 | -5 | -2 | -0.6 | 0.9 | 20
O=C(c1ccc(Cl)c(S(=O)(=O)N2CCOCC2)c1)N1CCN(Cc2ccccc2)CC1 | 4 | -0.4 | 6 | -1 | ? | 1 | -1.8 | 0.2 | -4
Cc1ccc(S(=O)(=O)N(CC(=O)N2CCCC2)C2CCCCC2)cc1 | -4 | -0.7 | 6 | 1 | -6 | -2 | 0.9 | 0.7 | 0
O=C(NC(=S)Nc1ccc(N2CCOCC2)cc1)c1cncc(Br)c1 | -8 | · | 5 | 0 | -6 | -2 | -4.0 | 1.6 | 12
CC(C)CC(=O)c1c[nH]c(C(=O)NCCCn2ccnc2)c1 | -1 | 11 | -3 | 8 | 2 | -2 | -4.5 | -6.0 | 10
CC(/C=C/c1ccccc1)=N\Nc1nc(C)cc(C)n1 | 9 | -0.6 | 7 | 10 | 1 | 1 | -1.7 | -0.8 | 27
NC(=O)C1(N2CCCCC2)CCN(Cc2nc(-c3cccs3)no2)CC1 | 2 | · | -4 | 10 | -5 | -4 | -3.4 | -2.4 | 0
CC[n+]1c(SC)ccc2cc(OC)ccc21 | -6 | · | -20 | -4 | 2 | 15 | -3.2 | 0.5 | 11
C(=N\Nc1nc(-c2ccccc2)cs1)/c1ccncc1 | -5 | · | 1 | -2 | -26 | -5 | -1.1 | -1.9 | 9
O=C(c1cc([N+](=O)[O-])ccc1N1CCCC1)N1CCCCC1 | 0 | · | 3 | -4 | 3 | -6 | 0.9 | -3.8 | 0
Cc1ccc(S(=O)(=O)N2CCOC2CNC(=O)C(=O)NCCN2CCOCC2)cc1 (stereo not given) | -2 | -2.4 | -4 | 1 | 6 | -1 | -3.3 | -0.2 | -3
CC(C)C(NC(=O)c1ccccc1)C(=O)N1CCCCCC1 (stereo not given) | 11 | 9.4 | -2 | 10 | 1 | 1 | -3.7 | 2.5 | -4
C=CCN(c1ccccc1OC)S(=O)(=O)c1ccc(Cl)c(C(=O)NCc2ccco2)c1 | · | -0.1 | 0 | -2 | 8 | -1 | -3.8 | · | 5
CC(=O)OC1CCC2(C)C(CCC3C2CC(=O)C2(C)C3CC(C3CCCC3=O)C2C(C)=O)C1 (stereo not given) | · | -0.2 | 6 | -2 | 4 | 4 | -0.6 | · | 6
CC(C)(C)NCC(O)COc1cccc2c1CCC(=O)N2 (stereo not given) | -1 | -0.5 | -3 | 7 | -3 | 0 | -0.3 | 1.1 | -2
Cc1cc(NC(=O)CN(C)CC(=O)Nc2ccc(Cl)cc2)no1 | 6 | 1.8 | 5 | 3 | 0 | 0 | -3.3 | -2.3 | -2
CN(c1ccc(OCC(=O)OCC(=O)Nc2ccc(F)cc2)cc1)S(=O)(=O)c1ccc(Cl)cc1 | -7 | -1.3 | 2 | -12 | 2 | 0 | -5.5 | 0.4 | 4
CCOC(=O)c1cc2c(c(CSc3nc4ccccc4c(=O)n3Cc3ccco3)c1)OCOC2 | -8 | · | · | -8 | 1 | 2 | -2.6 | -2.1 | -6
Cc1ccccc1OCCC(=O)OCC(=O)NCCc1ccc(S(N)(=O)=O)cc1 | -9 | 0.3 | -7 | 5 | -4 | 4 | 1.3 | 1.4 | 3
O=C(CSc1nc(=O)n2cc(Cl)ccc2n1)Nc1ccc2c(c1)OCCO2 | 1 | 3.3 | -1 | -19 | -5 | 6 | 0.3 | 1.6 | 5
CCNC(=O)CCCOc1ccc(Cl)cc1Cl | 7 | -0.4 | -6 | 3 | 2 | 6 | -3.5 | -0.1 | -8
COc1ccc(N(CC(=O)NC2CCCCCC2)S(=O)(=O)c2ccc(C)cc2)cc1OC | -6 | -0.4 | -1 | -5 | 3 | -3 | -3.8 | 2.6 | 1
COc1ccc(NC(=O)Nc2c(SC)nsc2SC)cc1 | -10 | · | 8 | 3 | -4 | 5 | -0.8 | 5.5 | -5
NS(=O)(=O)c1ccc(NC(=O)CSc2nnc3n2CCCCC3)cc1 | 1 | 0.0 | -7 | 4 | -7 | 2 | 1.1 | -0.5 | 3
CCCCn1c(N)c(N(CCC(C)C)C(=O)CCCc2nc3ccccc3s2)c(=O)[nH]c1=O | -2 | -0.8 | 7 | 5 | -2 | 1 | · | 1.7 | -2
COc1cc(/C=N/NC(=O)C(=O)/C=C2\NC3(CCCC3)Cc3ccccc32)ccc1O | 6 | · | -2 | 6 | -6 | -8 | -4.7 | 2.5 | 12
CCc1ccc(NC(=O)CN(c2ccc(OC)cc2)S(=O)(=O)c2c(C)nn(C)c2C)cc1 | 6 | -0.1 | 6 | 6 | 4 | 1 | -2.0 | -3.0 | 0
CCOc1ccc(NC(=O)C2CCN(C(=O)C3CC(=O)N(c4ccc(C)cc4)C3)CC2)cc1 (stereo not given) | -3 | -0.7 | -1 | 0 | -12 | 1 | -0.4 | 0.1 | -3
O=C(CCN1CCN(c2ccccc2)CC1)NNC(=O)Cc1ccc(Br)cc1 | · | · | -1 | 1 | 8 | 3 | -1.9 | · | 7
CC(=O)Nc1ccc(Nc2nc(-c3c(C)nc4ccccn34)cs2)cc1 | -4 | 0.5 | 14 | 3 | · | 4 | -1.2 | 0.2 | 5
CCN1C(=O)c2ccc(-c3nc4ccccc4c(=O)o3)cc2C1=O | -2 | -1.9 | -1 | 9 | 2 | 5 | -1.0 | 1.7 | 6
Cn1c(=O)n(Cc2ccccc2)c(=O)c2c1nc(NCC1CCCO1)n2Cc1ccccc1 (stereo not given) | -6 | 3.1 | -4 | 0 | -3 | -1 | -4.1 | -2.3 | 2
O=C(O)Cc1csc(NC(=O)CSc2nnnn2-c2ccc(O)cc2)n1 | -1 | · | -2 | -11 | -10 | 9 | 0.6 | -0.4 | 1
O=S(=O)(c1ccccc1)N1CN(c2ccc(F)cc2F)c2nc3ccccc3nc21 | -8 | -0.4 | 8 | 1 | -3 | 1 | -4.0 | -0.5 | 18
Cc1ccc(C)c(OCC(=O)N2CCN(Cc3ccc4c(c3)OCO4)CC2)c1 | -1 | · | -5 | 0 | -1 | -5 | -0.9 | -0.1 | 5
Cc1ccc(-n2c(CNc3ccc(F)cc3)nnc2SCC(=O)N2CCOCC2)cc1 | 2 | 0.4 | 2 | 7 | 8 | 4 | 0.3 | -0.5 | 0
COc1ccc(N2COC3c4cccc5cccc(c45)C32)cc1 (stereo not given) | 6 | -0.5 | -14 | 0 | -3 | 0 | -1.9 | -1.3 | 4
COc1ccc(-n2c(O)c(C=Nc3ccccc3)c3ccccc3c2=O)cc1OC | -1 | -0.8 | 6 | -22 | -7 | -2 | -1.9 | 1.5 | -15
O=C(c1ccc2ccccc2n1)N1CCN(c2ccccc2O)CC1 | 7 | · | 0 | 7 | -20 | 0 | -1.2 | -2.6 | -3
O=C1Nc2ccccc2N=C(c2ccccc2)c2ccccc21 | 4 | 0.6 | -1 | 1 | -3 | -4 | -5.3 | 0.4 | -12
CC(NC(=O)C1CCN(C(=O)[C@@H]2Cc3ccccc3CN2)CC1)c1ccccc1 (stereo not given in full) | -2 | 0.8 | -3 | 9 | 6 | 0 | -1.6 | -1.3 | 0
O=S(=O)(NCCN1CCOCC1)c1cccc(C(F)(F)F)c1 | 0 | -2.7 | -6 | -10 | 10 | -1 | -1.1 | -0.2 | 10
O=C1C=C(NC2CCCC2)CC(c2ccccc2)C1 (stereo not given) | -1 | · | 6 | 10 | -2 | 2 | -0.3 | 2.9 | 4
CC(=O)N1N=C(c2ccc(C)o2)CC1c1ccc(F)cc1 (stereo not given) | 7 | · | 4 | 5 | 0 | -1 | 0.2 | 0.8 | 71*
O=S(=O)(c1ccc(-c2cc(C(F)(F)F)on2)s1)N1CCCC1 | 6 | · | -3 | -1 | ? | -1 | 0.6 | 0.1 | -1
Cc1ccc(-c2noc(CSc3ccccc3)n2)cc1 | -1 | 1.6 | 0 | -4 | -5 | 1 | 0.5 | -0.5 | 6
CCc1ccc(/C=C2\Oc3cc(OS(C)(=O)=O)ccc3C2=O)cc1 | -8 | · | -7 | -3 | -3 | 4 | 1.1 | -2.1 | 5
Cc1nc(SCC(=O)Nc2ccc(F)cc2)c2oc3ccccc3c2n1 | -5 | -3.6 | 6 | 47 | 1 | 0 | 0.1 | -1.6 | 11
CN(Cc1nc(-c2cccnc2)no1)S(=O)(=O)c1ccccc1 | 8 | 1.9 | 1 | -2 | 7 | 1 | -0.8 | -0.4 | -4

Quoted from the listing:
Reading of O=C(c1ccco1)N1CCN(C(=O)c2ccc(COc3ccc4c(c3)CCC4)o2)CC1 under MazF activator: -14
Reading of Cc1ccccc1OCCC(=O)OCC(=O)NCCc1ccc(S(N)(=O)=O)cc1 under UGM FP inh: 1.4
Reading of NS(=O)(=O)c1ccc(NC(=O)CSc2nnc3n2CCCCC3)cc1 under PrPC surface inh: -7
Reading of CC(/C=C/c1ccccc1)=N\Nc1nc(C)cc(C)n1 under MazF activator: 10
Reading of O=S(=O)(c1ccc(-c2cc(C(F)(F)F)on2)s1)N1CCCC1 under FadD28 FP inh: 0.6
